# p97 ATPase inh: inhibitors of human p97 ATPase, primary screen, biochemical; recombinant p97 ATPase, Kinase-Glo ATP luminescence, 3 h; actives 0.42% (n = 220,000); AID 1481, 2009; inhibition, % at 8 µM; in the data active = inhibition above about 15%;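 note: 0% = DMSO vehicle and 100% = wells lacking enzyme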
# Mdm2 ligase inh: MDM2-luciferase reporter signal enhancers, primary screen, MDM2 E3 ligase inhibitor project, cell-based, luminescence, 1536-well. actives 0.11% (n = 210,000). AID 1230, 2008. cell-based MDM2 ubiquitination luciferase reporter, 2 h; 0 = plate control, 100 = twice control, blank-subtracted. signal enhancement, % at 5 µM. E3 ubiquitin-protein ligase Mdm2 (Homo sapiens), Q00987;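 active = signal enhancement of 30% or more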;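 note: luminescence tracks abundance of the self-degrading MDM2-luciferase fusion protein; higher signal means inhibition of MDM2 E3 ligase activity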
#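 Test system: mammalian cells stably expressing self-ubiquitinating, self-degrading MDM2 E3–luciferase fusion; Amount: 2000 cells in each well; Medium: DMEM; Schedule: 4 h settle plus 2 h compound, 37 °C; Technique: SteadyLite luciferase luminescence after 15 min room-temperature reagent incubation; Benchmarks: plate control and blank wells.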
# Wee1 stabilizer: Wee1 degradation inhibitors, primary screen, cell-based, HeLa, Wee1K328M-luciferase, luminescence | Wee1-like protein kinase (Homo sapiens), P30291 | HeLa Luc-Wee1K328M stability; 100% = proteasome inhibitor MG132 effect | actives 1.2% (n = 220,000) | reporter increase, % at 5 µM;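 active = activation above the mean of all tested compounds plus 3 SD, set per screening run, cut at about 8.8% in these data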;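 note: cells exposed to compound for 20 h before luminescence read; 0% = DMSO alone and 100% = MG132 at 30 µM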
# FXIIa inh 1536: human FXIIa protease inhibitors, primary screen, biochemical, 1536-well | Coagulation factor XII (Homo sapiens), P00748 | inhibition, % at 5 µM | purified FXIIa, Boc-QGR-AMC fluorogenic substrate, 2 h | actives 0.3% (n = 220,000); in the data active = inhibition above about 40%;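 note: 0% = enzyme with no compound and 100% = blank without enzyme; many of its hits are not listed in these tables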
# Target sequence (P00748 20-372 limits assumed): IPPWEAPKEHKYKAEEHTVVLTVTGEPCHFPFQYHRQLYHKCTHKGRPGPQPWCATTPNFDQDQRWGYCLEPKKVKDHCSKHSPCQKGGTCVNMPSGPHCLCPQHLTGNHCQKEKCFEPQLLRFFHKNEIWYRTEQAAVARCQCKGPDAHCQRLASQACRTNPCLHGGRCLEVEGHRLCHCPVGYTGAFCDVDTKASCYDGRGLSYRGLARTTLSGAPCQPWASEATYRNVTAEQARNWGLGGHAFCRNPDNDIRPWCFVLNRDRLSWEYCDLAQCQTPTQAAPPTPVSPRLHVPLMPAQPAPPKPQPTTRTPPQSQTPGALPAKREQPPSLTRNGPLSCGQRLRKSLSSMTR
# Target sequence (P00748 373-615 limits assumed): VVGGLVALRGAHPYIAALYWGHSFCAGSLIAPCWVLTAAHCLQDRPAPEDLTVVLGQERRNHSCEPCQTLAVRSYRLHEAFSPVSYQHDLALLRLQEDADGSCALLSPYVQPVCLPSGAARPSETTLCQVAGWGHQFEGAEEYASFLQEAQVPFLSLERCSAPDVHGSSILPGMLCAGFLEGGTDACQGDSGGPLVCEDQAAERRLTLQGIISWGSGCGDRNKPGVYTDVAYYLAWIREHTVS
# 14-3-3 Bad inh: inhibitors of 14-3-3 zeta/Bad binding, primary screen, biochemical, TR-FRET, bovine 14-3-3 zeta | 14-3-3 protein zeta/delta (Bos taurus), P63103 | TR-FRET 14-3-3zeta/Dy647-pBad peptide displacement, 1 h | inhibition, % at 21.7 µM | actives 0.71% (n = 220,000);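 active = inhibition above about 70%, limit read from the data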;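 note: 0% = full 14-3-3 plus peptide FRET controls and 100% = background without 14-3-3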
# hK5 inh: human KLK5 protease inhibitors, primary screen, biochemical, 1536-well | inhibition, % at 5 µM | actives 0.59% (n = 210,000) | Kallikrein-5 (Homo sapiens), Q9Y337 | recombinant hK5, fluorogenic AMC substrate cleavage;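 active = inhibition of 40% or more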;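 note: 0% = enzyme controls without compound and 100% = no-enzyme blanks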
# FXIa inh: human FXIa protease inhibitors, primary screen, biochemical, 1536-well. Coagulation factor XI (Homo sapiens), P03951. purified FXIa, Boc-Glu-Ala-Arg-AMC fluorogenic substrate. inhibition, % at 5 µM. actives 0.14% (n = 220,000);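 active = inhibition of at least 40%; inactive = inhibition below 40%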;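 note: fluorescence of freed AMC excited at 355 nm; 0% = enzyme without compound and 100% = no enzyme blank; many of its hits are not listed in these tables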
# eIF4E-4G inh: eIF4E–eIF4G protein interaction inhibitors, primary screen, biochemical, uHTS, TR-FRET, eIF4GI fragment. TR-FRET eIF4E-eIF4GI(517-606) binding, 2 h. inhibition, % at 21.7 µM. actives 0.37% (n = 220,000);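 active = inhibition above about 30%, limit read from the data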;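 note: 0% = full FRET control wells and 100% = background wells lacking eIF4GI fragment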
# Rad51 HR inh: human RAD51 strand exchange inhibitors, primary screen, biochemical, fluorescence; DNA repair protein RAD51 homolog 1 (Homo sapiens), Q06609; hRad51 DNA strand exchange, fluorescence dequenching; inhibition, % at 10 µM; actives 0.085% (n = 200,000);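 active = inhibition above 40% at the single screening dose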;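 note: 0% = DMSO control wells and 100% = blanks with heterologous ssDNA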
# Target sequence (Q06609 whole entry, looked up): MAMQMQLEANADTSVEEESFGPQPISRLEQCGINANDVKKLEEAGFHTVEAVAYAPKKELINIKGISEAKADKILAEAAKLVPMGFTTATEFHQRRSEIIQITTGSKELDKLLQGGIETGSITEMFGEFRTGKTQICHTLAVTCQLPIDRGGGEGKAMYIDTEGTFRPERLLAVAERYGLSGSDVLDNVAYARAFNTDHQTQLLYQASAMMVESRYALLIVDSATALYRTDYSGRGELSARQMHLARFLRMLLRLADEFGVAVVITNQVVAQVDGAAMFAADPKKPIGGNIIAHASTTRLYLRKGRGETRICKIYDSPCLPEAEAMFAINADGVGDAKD
#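 Test system: preformed human Rad51 ssDNA filaments. Compound dosing: single dose, 10 µM final compound. Incubation: filaments 15 min 37 °C, then compound 30 min. Technique: FRET fluorescence dequenching, excitation 485 nm, emission 520 nm. Read-out basis: percent inhibition from fluorescence, normalised to plate control and blank means. Benchmarks: plate controls and plate blanks.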
# * hit, by the source's call; · = not tested or not shown; [ ] = another dose, or the depositor's remark.
SMILES,p97 ATPase inh,Mdm2 ligase inh,Wee1 stabilizer,FXIIa inh 1536,14-3-3 Bad inh,hK5 inh,FXIa inh,eIF4E-4G inh,Rad51 HR inh
N#C/C(=C/c1ccco1)c1nc2ccccc2s1,-6,-15,3,6,16[fluorescence artefact?],-11,5,3,-18
O=c1cc(CN2CCN(Cc3ccccc3)CC2)c2cc3c(cc2o1)CCC3,-5,·,-1,3,31,-3,-5,-14,-5
Cc1ccc(CC(=O)Nc2ccc(OC(F)F)c(Cl)c2)cc1C,0,-2,-2,5,-9,-26,3,1,-3
Cc1cccc(Nc2nc(NCC3CCCO3)nc(N)c2[N+](=O)[O-])c1 (stereo not drawn),6,-12,1,13,-3,0,2,4,-3
Cc1c(C)n(O)c2ccc3nonc3c12,9,-10,-2,13,-4,5,5,-4,·
C#CC(CC)(CC)NC(=O)/C=C/C(=O)O,10,-19,-3,7,-1,-2,7,2,-18
[O-]c1c[n+](-c2ccccc2)no1,8,-15,1,11,0,7,4,-2,3
C/C(=N\NC(=O)Cn1ccc(C(F)(F)F)n1)c1ccco1,-3,-9,4,11,-10,-2,-1,-5,9
c1coc(CNCc2cccs2)c1,1,·,-2,16,1,-15,6,-1,-6
O=C(Nc1ccc2nc(-c3cccnc3)[nH]c2c1)c1ccco1,6,-25,0,-2,-8[fluorescence artefact?],-2,-9,-1[fluorescence artefact?],8
CCC(Sc1nc(-c2cccc(OC)c2)c(C#N)c(=O)[nH]1)C(=O)Nc1nnc(C(C)C)s1 (stereo not drawn),0,-10,0,4,7,-5,-2,-1,-8
c1ccc(N2CCN(c3ccccc3)C2c2ccncc2)cc1,-6,3,0,0,4,1,-3,1,0
Cc1occc1-c1nnc(SCC(=O)Nc2ccccn2)o1,-3,-12,1,7,1,3,-2,0,-28
COc1ccc(-n2c(SCC(=O)N/N=C/c3ccccc3OCC(=O)O)nc3ccccc3c2=O)cc1,6,1,-2,5,6,1,1,-3,·
CC(C)c1ccc(NC(=O)CSc2nc3c(c(=O)[nH]2)CCC3)cc1,4,-1,3,12,0,8,1,2,4
CCn1c(N2CCN(C(=S)Nc3ccc(OC)cc3)CC2)nc2ccccc21,2,-4,7,7,-11,7,-2,1,2
Cn1nc(OC(=O)Nc2cccc(Cl)c2)cc1C(F)(F)F,0,15,0,18,-6,-6,-1,10,12
S=C(NCCc1ccccc1)N/N=C/c1cccc(Cl)c1Cl,4,-15,0,2,-2,-4,-4,1,-1
O=C1CN(C(=O)COc2ccc(F)cc2Br)c2ccccc2N1,0,8,2,5,-6,17,-1,-3,9
Cc1c(NC(=O)c2cccc(F)c2)c(=O)n(-c2ccccc2)n1C,0,-18,-1,5,-13,-2,-1,-1,-7
COc1cc(NC(=S)NCCN2CCOCC2)cc(OC)c1OC,1,-21,-2,0,-6,·,-4,2,·
COc1ccc(N2C(=O)C3CCCN3C2c2ccccc2)cc1 (stereo not drawn),2,-17,-2,12,11,-8,0,-2,1
O=C(/C=C/c1ccco1)c1ccccc1O,3,-2,-2,15,-4,4,5,82*,-2
CCCCNC(=O)CCSc1nc2nc(C)cc(C)n2n1,-1,-13,-2,1,-1,-5,-4,8,1
O=C(O)c1ccc2c3c(cccc13)C(=O)N(c1cccc3ccccc13)C2=O,2,11,-2,6,-6,1,-2,-2,·
# More entries
SMILES,p97 ATPase inh,Mdm2 ligase inh,Wee1 stabilizer,FXIIa inh 1536,14-3-3 Bad inh,hK5 inh,FXIa inh,eIF4E-4G inh,Rad51 HR inh
CC(=O)Nc1nnc(SCC(=O)N2CCN(Cc3ccccc3)CC2)s1,-4,·,0,9,-2[fluorescence artefact?],-4,4,0[fluorescence artefact?],-3
CCOc1cc(CNc2ccc(Br)cc2)cc(Br)c1OCC(=O)NC(C)(C)C,-6,-6,-1,7,-3,0,-4,0,-1
CS(=O)(=O)N(CC(=O)N1CCCC1)c1cccc(Cl)c1Cl,2,-18,3,14,2,-6,4,-3,-5
Cc1ccc(C(=O)N/C(=C\c2ccc(-c3ccc([N+](=O)[O-])cc3)o2)C(=O)NC2CCS(=O)(=O)C2)cc1 (stereo not drawn),-3,-12,-1,-2,-3[fluorescence artefact?],-3,-6,1,-20
Cc1ccc2nc(Cl)c3cc(C(=O)N(CCN(C)C)Cc4ccco4)sc3c2c1,-3,-7,-1,7,-1,-1,0,1,3
Cc1ccc(SCCNC(=O)/C=C/c2cccc([N+](=O)[O-])c2)cc1,1,·,2,4,1,-1,7,-3,·
Cc1ccc(C2OCC3(CO2)COC(c2ccc(C)cc2)OC3)cc1 (stereo not drawn),2,-1,0,1,0,-10,-6,-3[fluorescence artefact?],2
O=C(O)CCC(=O)NCc1ccc2[nH]c3c(c2c1)CCCC3,5,-9,2,-10,5,31,-12,-7,-2
CCOC(=O)c1c(NC(=O)CSc2ncccn2)sc2c1CCN(Cc1ccccc1)C2,-11,-17,6,5,29,43*,6,5,-17
COc1cc(CNc2ccc(N3CCN(C(C)=O)CC3)cc2)ccc1OCc1ccc(F)cc1,-1,-3,12*,·,-8,4,-1,0,0
O=c1c2nnn(-c3cccc(F)c3)c2ncn1Cc1ccccn1,4,-20,-3,3,-15,-4,10,-1,5
CN(C)/N=C/C=C1\CC/C(=C\c2ccc(Br)cc2)C1=O,-3,·,0,12,-12,-4,4,10,·
Cc1oc(C(C)(C)C)cc1C(=O)N1CCN(c2ccc(C(F)(F)F)cn2)CC1,-2,-14,6,13,-3,4,0,-6,-3
CC1=C(C(N)=O)C(c2ccccc2)n2nc(-c3cccs3)nc2N1 (stereo not drawn),9,-21,0,15,-2,-1,3,-1,-2
O=C(N/N=C/c1cc([N+](=O)[O-])ccc1O)C12CC3CC(CC(C3)C1)C2,4,2,-2,4,-15,-10,-3,1,2
CSc1ccc(-c2c(C#N)c(N)nc3c2CCCC3)cc1,3,-6,0,4,-16,-52,-8,-6,-8
Nn1cnnc1N/N=C\c1ccc(-c2ccccc2[N+](=O)[O-])o1,27*,·,-1,6,-4[fluorescence artefact?],-6,6,2,·
COc1ccc(OC)c(NC(=O)C2CCN(c3nc(C)cc(C)n3)CC2)c1,1,-14,-1,7,5,-27,-7,-2,-2
CCC(CCC(=O)Nc1cccc([N+](=O)[O-])c1)C(=O)O (stereo not drawn),3,-7,-4,3,3,-2,-4,2,-6
O=C(CCC1CCCN(Cc2ccc3c(c2)OCCO3)C1)NCc1ccccc1F (stereo not drawn),4,-26,2,5,2,-2,-2,1,5
Nc1c([N+](=O)[O-])c(=O)sc2ccccc12,1,-11,1,10,-3,0,4,-3,11
O=C(COc1ncnc2ccccc12)N1CCN(S(=O)(=O)c2ccccc2)CC1,4,-25,-2,12,1,-2,14,-1,0
CNC(=O)COC(=O)CCC(=O)c1ccc(Cl)cc1,2,1,1,10,2,1,5,3,10
O=C(O)c1cccc(CSc2ncn[nH]2)c1,1,·,8,13,1,2,-5,-8,7
Cc1cc(C(=O)Nc2ccccn2)cs1,-16,-46,-1,8,0,11,-4,-1,0

# Continued; it opens with the five that closed the last part.
SMILES,p97 ATPase inh,Mdm2 ligase inh,Wee1 stabilizer,FXIIa inh 1536,14-3-3 Bad inh,hK5 inh,FXIa inh,eIF4E-4G inh,Rad51 HR inh
Nc1c([N+](=O)[O-])c(=O)sc2ccccc12,1,-11,1,10,-3,0,4,-3,11
O=C(COc1ncnc2ccccc12)N1CCN(S(=O)(=O)c2ccccc2)CC1,4,-25,-2,12,1,-2,14,-1,0
CNC(=O)COC(=O)CCC(=O)c1ccc(Cl)cc1,2,1,1,10,2,1,5,3,10
O=C(O)c1cccc(CSc2ncn[nH]2)c1,1,·,8,13,1,2,-5,-8,7
Cc1cc(C(=O)Nc2ccccn2)cs1,-16,-46,-1,8,0,11,-4,-1,0
COCCn1c(=NC(=O)c2cc(-c3cccs3)nc3ccccc23)sc2cc(S(N)(=O)=O)ccc21,-3,-12,-2,5,-5[fluorescence artefact?],-8,5,-17,-4
Cc1ccc(-c2nc3ccccc3n3c(C)nnc23)cc1,5,-15,2,18,6,5,1,1,-1
O=C(CCCCCNC(=O)c1ccccc1Cl)N/N=C/c1ccco1,4,-9,2,9,-7,0,-1,3,8
CCOc1ccccc1-n1c(=O)c2ccccc2c2ccccc2c1=O,-2,-2,-1,0,-7,-20,-12,-8,-5
CC(C)NC(=S)NCc1cccs1,-2,-11,0,7,-3,20,-1,3,·
CC(C)N(Cc1ccccc1)C(=O)c1cnc2n(c1=O)CCS2,1,-15,0,15,1[fluorescence artefact?],-3,7,2,-3
Cc1ccc(C(=O)NCCOc2cccc3cccnc23)cc1Cl,-1,-23,-1,-2,-7,-5,-5,-4,4
CCCCCN(C(=O)CN1CCC(Cc2ccccc2)CC1)c1c(N)n(CCCC)c(=O)[nH]c1=O,5,-7,4,6,-4,-1,-2,5,-8
CCOC(=O)[C@H]1NN=C(C(=O)OC)[C@@H]1c1ccccc1,-2,11,-1,7,-7,-10,2,5[fluorescence artefact?],·
CCOC(=O)c1ccc(N2C(=O)C(C)=C(C)C2=O)cc1,1,-16,0,10,0,-2,-4,-2,0
CSCCC(NS(=O)(=O)c1ccc(Cl)c(Cl)c1)C(=O)O (stereo not drawn),3,-8,0,6,-9,-1,-1,-1,7
CCC1SC(CC)C(=O)N(CC(=O)NCc2ccc(F)cc2)C1=O (stereo not drawn),-1,1,2,11,-3,-4,-3,-2,-5
O=C(Nc1ccccc1)Nc1ccccc1C(=O)NCCCN1CCOCC1,4,-10,0,13,2,5,6,4,2
Cc1cc(C)n2nc(S(=O)(=O)Nc3c(Cl)cccc3Cl)nc2n1,7,-6,-2,3,3,-5,3,0,-2
O=C1c2ccccc2C(=O)N1Cc1ccco1,-1,-23,-2,12,-7,22,11,4,-7
CCCCNS(=O)(=O)c1ccc2nc(SCC(=O)Nc3ccccc3)[nH]c2c1,-4,-7,-3,7,3,-12,20,-5,·
COc1cc(C=O)c(Cl)cc1OCC(N)=O,2,-7,7,6,-8,-4,-1,5,22
CCOc1ccc(N2C(=O)Nc3ccccc3C2(O)C(=O)NCc2ccc(F)cc2)cc1 (stereo not drawn),5,-11,-2,7,-7,-1,1,-2,4
CC1CN(S(=O)(=O)c2ccc(C(=O)Nc3ccc(S(=O)(=O)Nc4ncccn4)cc3)cc2)CC(C)O1 (stereo not drawn),4,-7,2,14,12[fluorescence artefact?],-11,7,-1,·
CC(=O)c1cc2c(cc1NC(=O)c1c(-c3ccccc3)noc1C)OCO2,-4,-13,2,14,-16,-27,20,-3,7
